Source: PubChem BioAssay
H69AR inhibit = growth inhibitors of human H69AR lung tumor cells. H69AR lung tumor viability, ATP luminescence, 72 h; stronger effect = lower value. viability, % at 10 µM. actives 6% (n = 85,000). AID 598;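 active = viability at or below 40%; inactive = viability above 40%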;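 note: multidrug resistant small cell line overexpressing MRP-1 efflux transporter; 100% = mean luminescence of untreated control wells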
Mac1 fbg inh = blocks human CD11b/CD18 adhesion to fibrinogen; K562 CD11b/CD18 adhesion to fibrinogen, ATPlite luminescence; Mn2+ added to activate the integrin; inhibition, % at 10 µM; AID 1497; actives 0.54% (n = 93,000); P05107+P11215;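 active = primary inhibition of 50% or more at 10 µM, then 40% or more on retest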; note: some results filed as inactive read as strong as hits
Target sequence (P05107 whole entry, looked up, other chains not shown): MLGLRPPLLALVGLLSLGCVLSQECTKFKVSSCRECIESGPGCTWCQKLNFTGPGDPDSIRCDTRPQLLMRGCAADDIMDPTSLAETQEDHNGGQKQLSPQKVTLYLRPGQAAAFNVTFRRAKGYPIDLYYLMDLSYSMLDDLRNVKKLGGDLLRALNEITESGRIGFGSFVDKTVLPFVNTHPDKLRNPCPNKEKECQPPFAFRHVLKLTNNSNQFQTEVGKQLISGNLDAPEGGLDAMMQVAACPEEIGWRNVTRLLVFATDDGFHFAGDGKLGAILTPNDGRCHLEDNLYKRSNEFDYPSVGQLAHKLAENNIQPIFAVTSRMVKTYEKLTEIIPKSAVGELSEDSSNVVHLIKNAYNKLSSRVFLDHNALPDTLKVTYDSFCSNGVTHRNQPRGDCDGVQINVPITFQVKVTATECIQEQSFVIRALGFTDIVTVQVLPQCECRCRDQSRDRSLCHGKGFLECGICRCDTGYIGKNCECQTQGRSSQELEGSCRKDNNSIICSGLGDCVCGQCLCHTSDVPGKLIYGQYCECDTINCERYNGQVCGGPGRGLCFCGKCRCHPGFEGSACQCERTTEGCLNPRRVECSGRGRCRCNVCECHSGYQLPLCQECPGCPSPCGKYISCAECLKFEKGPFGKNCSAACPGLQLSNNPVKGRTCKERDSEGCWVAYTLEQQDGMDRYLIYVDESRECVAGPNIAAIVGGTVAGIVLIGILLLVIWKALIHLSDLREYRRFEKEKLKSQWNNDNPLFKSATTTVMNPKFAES
HUVEC inhibit = human endothelial cell proliferation inhibition | HUVEC proliferation, CellTiter-Glo luminescence, 72 h; stronger effect = lower value | actives 1.1% (n = 86,000) | viability, % at 10 µM (by protocol);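 active = viability at or below 30%; inactive = viability above 30%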;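 note: 100% = median luminescence of DMSO-only cell control wells on each plate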
ERa SRC1 pot = ER-alpha (human) coactivator binding potentiation; P03372; TR-FRET ERalpha-LBD/SRC-Cy5 coactivator binding, 2 h; 100 = basal binding, no effect; coactivator binding (% of control), % at 25.6 µM; actives 1.3% (n = 86,000); AID 639; in the data active = activity above about 200%;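 note: binding measured in presence of low estradiol as agonist stimulus; 0% = peptide alone without receptor and 100% = receptor with peptide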
Fibroblast inh = blocks proliferation of human lung fibroblasts. LL 47 human lung fibroblast viability, ATP luminescence; stronger effect = lower value. viability, % at 10 µM. actives 1.1% (n = 85,000). AID 719;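 active = viability at or below 50% in the single dose screen; inactive = viability above 50%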;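 note: compound exposure lasted 72 h before the ATP readout; 100% = median luminescence of untreated cell-only wells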
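Times – overnight cell rest, 72 h compound treatment at 37 °C · Test system – human lung fibroblast line LL 47, low passage · Amount – 1,150 cells in each well · Controls – cell-only wells, no compound · Doses – 0.1% DMSO in all compound wells · Measured by – CellTiter-Glo luminescence · Buffer or medium – IMEM plus 15% FBS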
ERa SRC1 inh = blocks coactivator binding to human estrogen receptor alpha. TR-FRET ER-alpha LBD / SRC-1 peptide, estradiol-bound. inhibition, % at 25.6 µM. P03372. AID 629. actives 1.7% (n = 86,000); in the data active = inhibition above about 50%;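 note: 0% = receptor plus peptide control and 100% = peptide only without receptor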
Mac1 fbg enh = CD11b/CD18-fibrinogen binding enhancement; K562 CD11b/CD18 adhesion to fibrinogen, ATPlite luminescence; actives 0.07% (n = 93,000); AID 1499; P05107+P11215; activation, % at 10 µM;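 active = 10 µM primary screen giving 50% or more activity, confirmed by 40% or more on retest at that dose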; note: strong numbers were not always called active
CYP2C19 act = increases human CYP2C19 enzyme activity; recombinant CYP2C19, luciferin-H EGE luminescence; stronger effect = higher value; 0 = fully inhibited enzyme, 1 = untreated enzyme; activation factor at 5 µM; 96,000 tested, under 10 active; AID 1025;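 active = activation factor of at least 2 at 5 µM in the primary screen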;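 note: 0 = wells with 2.5 mM tranylcypromine and 1 = vehicle-only wells; values of inactives mirror those of a sister screen read the other way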
CYP2C19 inhib = human CYP2C19 inhibition; CYP2C19 Supersomes, luciferin-H EGE luminescence, 30 min; inhibition, % at 5 µM; actives 21% (n = 96,000); P33261; AID 778;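 active = CYP2C19 inhibition above a set limit at 5 µM in the primary screen, cut at about 50% in these data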;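 note: plate controls were negative control wells for no effect and 2.5 mM tranylcypromine positive control for full effect; values of inactives mirror those of a sister screen read the other way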
An asterisk follows results filed as active; / = not tested or not shown; [ ] = another dose, or the depositor's remark.

Molecule	H69AR inhibit	Mac1 fbg inh	HUVEC inhibit	ERa SRC1 pot	Fibroblast inh	ERa SRC1 inh	Mac1 fbg enh	CYP2C19 act	CYP2C19 inhib
Cc1cccc(-n2ncc3c(N4CCC5(CC4)OCCO5)ncnc32)c1	33.5*	/	114.8	126.8[fluorescence artefact?]	88.3	1.2	/	/	/
COC(=O)c1ccc(-c2ccc(C(=O)N3CCCN(C)CC3)cc2)cc1	101.7	-2.5	93.4	91.4	98.6	6.3	6.4	0.9	6.7
CCCCSc1nc(NCc2ccco2)c2c3c(sc2n1)COC(C)(C)C3	43.7	-9.7	93.5	82.4	98.4	-5.4	5.5	0.9	10.6
CCN1CCN(c2cc(SC(C)C)nc(-c3ccc(OC)cc3)n2)CC1	/	6.0	/	/	/	/	4.1	0.9	5.9
CC1(C)NC(=O)N(CCCCOc2ccc(Cl)cc2)C1=O	99.9	9.7	94.5	101.4	91.3	1.5	-1.2	0.1	86.2*
CCOCCCNC(=O)C1CCC(CNS(=O)(=O)c2ccc(Cl)cc2)CC1 (stereo not drawn)	90.3	-6.1	91.8	124.0[fluorescence artefact?]	97.3	-6.7	-2.9	0.9	13.2
COc1cccc(-c2nc(NC(C)C)c3ccccc3n2)c1O	94.7	26.3	62.0	109.7[fluorescence artefact?]	62.5	-4.2[fluorescence artefact?]	-6.4	0.9	7.9
COc1ccccc1-c1nc(C#N)c(N2CCN(c3cccc(Cl)c3)CC2)o1	78.3	26.7	83.9	108.5	102.0	5.4[fluorescence artefact?]	-7.3	0.8	18.2
Oc1ccccc1CNc1cnc2ccccc2c1	89.6	/	87.4	93.3	100.8	-40.3[fluorescence artefact?]	/	/	/
COc1ccc(/C=C/C(O)=C2/C(=O)N(C)C3(C)CC2c2ccccc2O3)cc1 (stereo not drawn)	3.0*	10.0	81.8	94.7[fluorescence artefact?]	76.3	62.9*	3.9	0.9	12.1
CC(=O)N1c2ccc3ccccc3c2C(C)CC12CCCCC2 (stereo not drawn)	98.8	-25.0	85.2	98.7	94.2	8.2	0.1	0	98.4*
COc1cc(OC)c2c(C)cc(=O)oc2c1	87.3	16.7	75.5	85.0	99.0	-5.9	0.5	1.1	-5.5
CC1CN(C(=O)CN2C(=O)NC3(CCCCCCC3)C2=O)CC(C)O1 (stereo not drawn)	96.2	-3.0	95.4	99.6	95.2	0.4[fluorescence artefact?]	-8.4	0.9	11.0
COc1ccccc1NS(=O)(=O)c1ccc(O)c(C(N)=O)c1	86.2	11.3	90.9	109.6	100.3	5.1	-2.3	0	100.0*
COc1ccc(C2CC(c3ccc(Cl)cc3)n3nc(N)nc3N2)cc1 (stereo not drawn)	115.4	-6.1	96.3	85.2	95.6	-0.3	-1.7	0.6	37.7
N#Cc1c(N)n(CCc2ccc(F)cc2)c2nc3ccccc3nc12	71.4	-7.5	97.4	104.0	98.9	-1.0	-3.3	0	99.2*
Cc1ccc(-n2nc3c(c2NC(=O)C(C)(C)C)CSC3)c(C)c1	92.2	-23.5	95.2	114.9[fluorescence artefact?]	92.0	0.9	-5.0	0.7	28.2
O=C(CCCOc1ccc(Cl)cc1Cl)N1CCN(c2ccccn2)CC1	85.0	16.4	95.4	107.5	97.7	3.7	-2.2	0.2	75.8*
O=C(OCC(=O)c1c[nH]c2ccccc12)c1ccc(Br)o1	/	-9.8	/	/	/	/	-4.5	0.3	65.8*
O=C(O)c1cc2cc(F)ccc2[nH]1	98.2	/	98.3	84.2	89.8	3.5	/	/	/
COc1ccc(-c2nnn(CCC(=O)O)n2)cc1	107.1	-4.8	93.4	107.0	97.8	9.8	-1.7	1	0.0
Cn1ccnc1SCC(=O)c1cc2ccccc2o1	84.5	-3.7	92.6	77.7[fluorescence artefact?]	104.0	7.7	-1.5	0.4	59.4*
Cc1nc2cc(N3CCCCC3)c(NC(=O)c3cccnc3)cc2c(=O)n1Cc1ccccc1	32.9*	5.5	71.9	91.1	38.4*	34.9	-8.2	0.6	45.0
O=S(=O)(c1ccc(OCC(O)CN2CCN(c3ccc(F)cc3)CC2)cc1)N1CCOCC1 (stereo not drawn)	48.5	-7.2	99.6	89.2[fluorescence artefact?]	107.4	2.4	-1.1	1	-1.2
O=C(O)CCC1COc2ccccc2O1 (stereo not drawn)	84.2	-18.1	103.4	105.0	105.8	2.8	10.8	1	-1.6
COc1ccc(CNC(=O)/C=C/c2cc([N+](=O)[O-])ccc2OC(F)F)cc1OC	/	7.3	/	/	/	/	2.4	0.7	28.7
CC(=NCc1cccnc1)C1=C(O)c2ccccc2C1=O	83.2	-25.0	100.4	104.4	102.2	-2.8	1.2	0.6	38.0
COC(=O)CC1Oc2ccccc2N(Cc2ccccc2)C1=O (stereo not drawn)	103.8	-4.2	103.3	43.7[fluorescence artefact?]	103.8	-3.2[fluorescence artefact?]	-0.7	0.1	89.5*
O=C(CSc1ncn[nH]1)Nc1nnc(-c2ccccc2)s1	74.0	-4.6	101.5	81.9[fluorescence artefact?]	112.3	5.7	-2.3	0.8	23.1
CCc1ccccc1OCc1nc2ccc(S(=O)(=O)N3CCOCC3)cc2[nH]1	81.1	2.5	80.5	137.3	103.6	7.9	-1.1	1	-4.0
O=C1CC(N(C(=O)c2ccco2)c2cccc(Cl)c2)C(=O)N1c1cccc(Cl)c1 (stereo not drawn)	105.0	2.2	107.1	100.8	104.7	-4.6	-1.3	0.1	91.4*
CC(=O)Oc1ccc(NC(=O)Cc2ccccc2)cc1	114.2	-8.2	88.8	120.5[fluorescence artefact?]	112.8	-23.6	-2.9	0.6	43.7
Cc1ccccc1-c1nc(CS(=O)(=O)CC(=O)NCc2ccc3c(c2)OCO3)c(C)o1	89.7	-9.8	86.7	101.0	91.4	9.5[fluorescence artefact?]	1.8	1	3.5
CCN1C(=O)CC(n2c(C)nc3ccccc32)C1=O (stereo not drawn)	98.6	0.4	97.9	125.7	102.0	-1.7	-3.7	1.1	-12.5
COc1ccc(C(C[N+](=O)[O-])c2c(-c3ccccc3)cc3ccccn23)cc1 (stereo not drawn)	11.9*	17.9	60.6	71.1[fluorescence artefact?]	43.4*	-4.8[fluorescence artefact?]	-1.6	0.2	75.2*
O=C(CSc1nnc2scc(-c3ccccc3)n12)Nc1nsc(-c2ccccc2)n1	38.4*	5.7	86.6	218.5*[fluorescence artefact?]	109.5	36.6[fluorescence artefact?]	4.9	0.8	20.1
O=C(Nc1nsc(-c2ccccc2)n1)c1cccs1	67.3	-17.5	84.6	107.5	107.5	7.2	-3.2	0.5	48.4
COc1ccccc1N1CCN(C(c2ccc(F)cc2)c2nnnn2C(C)C)CC1 (stereo not drawn)	98.2	6.5	99.5	124.5	98.7	4.0[fluorescence artefact?]	0.8	0.5	51.7*
CCOc1ccc(S(=O)(=O)N2CCN(C(=O)c3sccc3C)CC2)cc1	99.6	-11.6	95.4	111.4	100.4	7.7[fluorescence artefact?]	2.4	0.3	74.1*
CCCCN1C(=O)C(CC(=O)NCC)SC1=Nc1ccccc1 (stereo not drawn)	96.1	/	97.9	104.4	100.1	-0.8	/	/	/
CN(C)C(=O)Cn1c(SCC(=O)NCc2ccc3c(c2)OCO3)nc2ccccc21	79.6	/	86.9	89.6	95.2	30.7	/	/	/
O=C(CN1CCN(c2ccccn2)CC1)NC1CCCC1	93.9	-12.1	100.0	91.7	98.8	5.8[fluorescence artefact?]	0.1	0.9	6.0
N#Cc1nc(-c2ccco2)oc1N1CCN(Cc2ccccc2)CC1	97.5	-6.3	119.0	112.4[fluorescence artefact?]	110.3	-8.6[fluorescence artefact?]	1.4	0.7	35.0
O=C1CCCCC(=O)N(c2ccccc2)c2ccccc21	52.1	-7.9	106.3	90.5	96.7	-27.3	-1.3	1.1	-5.2
O=C(NCc1ccco1)C1CC2CCC1C2 (stereo not drawn)	97.2	-23.8	88.5	67.3[fluorescence artefact?]	103.8	-0.5	0.5	0.7	26.5
Nc1c(C2=NCCO2)nnn1Cc1ccccc1	101.6	30.3	98.3	121.0	105.3	-9.5	3.8	1.1	-5.9
N#Cc1cnn2c1nc(N1CCOCC1)c1ccccc12	/	-2.6	/	/	/	/	-2.4	0.9	6.6
CC(C)CNC(=O)c1ccccc1-c1ccccc1C(=O)O	74.0	6.5	93.7	95.4	99.8	-14.7	-1.6	1.1	-12.3

Sorted by heavy-atom count (lowest first): 3 of the compounds above
Molecule	H69AR inhibit	Mac1 fbg inh	HUVEC inhibit	ERa SRC1 pot	Fibroblast inh	ERa SRC1 inh	Mac1 fbg enh	CYP2C19 act	CYP2C19 inhib
O=C(Nc1nsc(-c2ccccc2)n1)c1cccs1	67.3	-17.5	84.6	107.5	107.5	7.2	-3.2	0.5	48.4
N#Cc1cnn2c1nc(N1CCOCC1)c1ccccc12	/	-2.6	/	/	/	/	-2.4	0.9	6.6
CC(C)CNC(=O)c1ccccc1-c1ccccc1C(=O)O	74.0	6.5	93.7	95.4	99.8	-14.7	-1.6	1.1	-12.3

(listing goes on)
Molecule	H69AR inhibit	Mac1 fbg inh	HUVEC inhibit	ERa SRC1 pot	Fibroblast inh	ERa SRC1 inh	Mac1 fbg enh	CYP2C19 act	CYP2C19 inhib
CCOc1cc(/C=N/NC(N)=S)cc(Br)c1OCc1ccccc1C	/	14.3	/	/	/	/	12.0	1	2.7
CCc1nc(SCC(=O)c2cc(C)ccc2C)n[nH]1	110.6	-1.0	100.8	123.9	101.9	5.7	3.7	0.7	32.1
CCC(=O)N1CCc2cc(S(=O)(=O)N3CCc4ccccc4C3)ccc21	92.7	-2.6	98.9	96.3	90.9	-11.2	-2.3	0.9	6.9
CN(c1ccc(F)cc1)S(=O)(=O)c1ccc2[nH]cc(C(=O)O)c(=O)c2c1	95.6	-23.9	82.4	47.0	88.8	55.0*[fluorescence artefact?]	-4.6	1	-0.9
N#Cc1nc(COc2ccccc2F)oc1NCCCn1ccnc1	84.3	1.0	106.5	125.1[fluorescence artefact?]	97.5	7.7[fluorescence artefact?]	-3.7	0	96.6*
Cc1[nH]c(=O)[nH]c(=O)c1CSc1nnc([C@H](CC(C)C)NC(=O)OC(C)(C)C)o1	89.1	10.6	102.8	102.4	99.5	4.4[fluorescence artefact?]	-0.9	1	3.5
COc1ccc(C(=O)NC(C(=O)NCc2ccccn2)C(C)C)cc1 (stereo not drawn)	95.0	-8.9	101.6	97.0	96.1	-2.8	-4.1	0.8	18.2
CCCCCCSc1nc(O)c(C2OC(=O)c3c2ccc(OC)c3OC)c(=O)n1-c1ccccc1 (stereo not drawn)	90.5	1.5	79.8	59.2	96.5	9.3	3.3	0.9	9.6
Cc1ccc(N2CC(C(=O)Nc3ccccn3)CC2=O)cc1 (stereo not drawn)	93.1	2.2	108.9	92.7[fluorescence artefact?]	98.2	5.4	-4.4	0.8	24.9

Record cards, from the list above. Order of screens: H69AR inhibit	Mac1 fbg inh	HUVEC inhibit	ERa SRC1 pot	Fibroblast inh	ERa SRC1 inh	Mac1 fbg enh	CYP2C19 act	CYP2C19 inhib
Entry for CCCCCCSc1nc(O)c(C2OC(=O)c3c2ccc(OC)c3OC)c(=O)n1-c1ccccc1 (stereo not drawn) = 90.5	1.5	79.8	59.2	96.5	9.3	3.3	0.9	9.6
Entry for N#Cc1nc(COc2ccccc2F)oc1NCCCn1ccnc1 = 84.3	1.0	106.5	125.1[fluorescence artefact?]	97.5	7.7[fluorescence artefact?]	-3.7	0	96.6*
